# High-throughput results (PubChem)
# AI-2 QS mod: modulates the Vibrio harveyi AI-2 quorum sensing system. Vibrio harveyi JMH597 AI-2 luminescence/OD600 ratio, 9 h; stronger effect = lower value; strain lacks LuxN and CqsS sensors; 0 = neutral-control median. activity change, % at 7.5 µM. 300,000 compounds, 0.4% hits; in the data active = activity change below about -75%, passing the limit was not always enough; inconclusive = no clear call, values can overlap the other calls;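 note: luminescence divided by OD600 gain over 9 h not by final OD600 alone; inactives centre near 13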
# IEC-6 tox: counter-screen for KLF5 inhibitors: cytotoxicity in IEC-6 cells; IEC-6 cytotoxicity, luminescence viability; inhibition, % at 5 µM; 290,000 compounds, 0.78% hits; AID 1825; in the data active = inhibition above about 22%;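 note: 0% = plate median of test compound wells and 100% = cytotoxic reference compound wells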
# aSyn UTR inh: MLPCN primary screen, SNCA 5' untranslated region; alpha-synuclein 5'UTR reporter, inhibitor activity; inhibition, % (tested at 7.5 µM); 300,000 compounds, 0.82% hits; AID 1813; in the data active = inhibition above about 60%; inconclusive = no clear call, values can overlap the other calls;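 note: H4 neuroglioblastoma cells stably carrying SNCA 5'UTR luciferase fusion; 0% = DMSO wells and 100% = positive control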
# HSP90 inh: HSP90 refolding inhibition in rabbit reticulocyte lysate; luciferase refolding luminescence, 3 h; inhibition, % at 5.6 µM; 290,000 compounds, 0.91% hits;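 active = inhibition above the screen-wide mean plus 3 SD, computed separately per campaign, cut at about 16% in these data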;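 note: 0% = DMSO wells and 100% = 60 µM geldanamycin wells; inhibitors lower the luminescence because luciferase stays unfolded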
# KLF5 inhibitor: inhibitors of KLF5 expression | DLD-1 KLF5 promoter-luciferase reporter, luminescence | inhibition, % at 5 µM | 290,000 compounds, 0.23% hits;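 active = inhibition above a per-plate limit of that plate's mean compound inhibition plus 3 SD, cut at about 60% in these data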;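 note: 0% = DMSO wells and 100% = LY294002 at 200 µM; higher means less KLF5 promoter-driven luciferase light; inactives centre near -14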
# HDAC3 inhib: blocks human histone deacetylase 3. recombinant HDAC3, fluorogenic peptide/trypsin coupled, fluorescence. inhibition, % at 8.3 µM. 320,000 compounds, 0.15% hits. AID 2718; in the data active = inhibition above about 26%, passing the limit was not always enough; inconclusive = no clear call, values can overlap the other calls
# Target sequence (O15379 whole entry, looked up): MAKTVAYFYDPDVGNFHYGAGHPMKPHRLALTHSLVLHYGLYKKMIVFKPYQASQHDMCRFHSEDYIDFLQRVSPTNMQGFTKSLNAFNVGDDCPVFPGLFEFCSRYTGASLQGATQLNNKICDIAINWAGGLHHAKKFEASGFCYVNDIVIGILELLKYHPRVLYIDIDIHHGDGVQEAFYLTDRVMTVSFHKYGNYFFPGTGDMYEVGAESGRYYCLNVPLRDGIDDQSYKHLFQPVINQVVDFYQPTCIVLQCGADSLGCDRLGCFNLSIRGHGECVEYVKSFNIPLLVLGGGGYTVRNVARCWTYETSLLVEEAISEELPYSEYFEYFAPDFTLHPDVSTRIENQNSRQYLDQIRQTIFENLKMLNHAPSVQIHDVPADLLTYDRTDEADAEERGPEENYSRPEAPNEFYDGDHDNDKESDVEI
# HIF act: HIF pathway transcriptional activation; 300,000 compounds, 0.32% hits; AID 1910; U2OS HRE-luciferase reporter, luminescence; normalized: DMSO 0%, desferrioxamine 100%; activation, % at 7.5 µM (by protocol);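 active = mean activation of at least 10% of the iron chelator positive control signal, with at least half of replicates also reaching 10%; inconclusive = mean and replicate majority disagree about reaching 10%; inactive = mean and most replicates under 10%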
# Platelet DG rel: modulates dense granule release in human platelets; human platelet-rich plasma, SFLLRN dense granule ATP release, luminescence; 300,000 compounds, 0.22% hits; inhibition, %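 (compounds screened at 7.5 µM in platelet-rich plasma)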;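 active = mean replicate score, as percent of positive control, at or above 50; inconclusive = mean below 50 but at least one replicate at or above 50; inactive = mean and every replicate below 50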
# HSF-1 act: increases HSF-1 driven luciferase reporter signal; NIH3T3-HGL HSF-1 luciferase reporter, MG132, 8 h; 100% = twice DMSO control signal; 300,000 compounds, 1.7% hits; AID 504408; activation, % at 9 µM;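 active = mean replicate activation of at least 50% with a set share of replicates each reaching 50%; inconclusive = only one of those two conditions met; inactive = mean below 50% and too few replicates reaching it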;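 note: 0% = median of the neutral control wells and 100% = twice that signal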
# HSF1 inh: HSF1 inhibition; NIH3T3-HGL HSE-luciferase, MG132-induced, luminescence 8 h; stronger effect = lower value; activity change, negative = inhibition, % at 7.5 µM (by protocol); 300,000 compounds, 0.77% hits; AID 2098;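 active = more than half of replicate wells show activity change below -50%, luminescence cut by over half; inconclusive = some wells, but at most half, below -50%; inactive = no replicate well below -50%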;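 note: luciferase reports HSF-1 transcriptional activity via heat shock element; 0% = median of DMSO wells and -100% = zero luminescence signal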
# * hit, by the source's call; ? = inconclusive; · = not tested or not shown. Outcome played no part in choosing rows; about 5% have a hit in one of these screens.
entry	compound	aSyn UTR inh	HIF act	AI-2 QS mod	HDAC3 inhib	HSF1 inh	KLF5 inhibitor	HSF-1 act	IEC-6 tox	Platelet DG rel	HSP90 inh
1	CCc1ccc(N=C2NC(=O)CS2)cc1	-18.5	-1.1	13.6	4.5	-1.6	-24.4	12.0	-1.6	0.7	-3.5
2	COc1ccccc1CCNC(=O)C(=O)NCC1OCCN1S(=O)(=O)c1cc(F)ccc1F (centres undefined)	-11.5	0.4	10.7	-6.5	2.5	-2.2	6.2	3.0	6.4	4.3
3	C#CC[N+]1(CC#Cc2ccc(C#CC[N+]3(CC#C)CCOCC3)cc2)CCOCC1	-5.5	0.0	23.3	0.1	-1.3	-20.1	-4.3	-0.7	3.3	1.4
4	COc1ccc2c(c1)Sc1ccccc1N2CCN(C)C	-11.4	-0.6	14.1	1.2	2.1	-11.3	-2.5	2.8	-3.9	-1.6
5	CN(C)c1ccc(-c2nnc(SCC3CCCO3)n2C)cc1 (centres undefined)	-89.4	2.2	28.7	3.1	7.9	-60.6	3.5	-4.4	2.7	-2.6
6	COc1ccc(/C(C)=N/N=C2/NC(=O)CC(C(=O)O)S2)cc1 (centres undefined)	9.8	0.1	17.0	1.0	-4.6	1.4	-3.0	0.0	-0.5	5.2
7	CCOC(=O)c1c(NC(=S)N2CCN(C)CC2)sc2c1CCN(C(=O)OCC)C2	-62.9	-0.3	5.0	4.4	8.3	-17.2	33.1	3.8	-1.2	2.6
8	O=C(OCc1nnc(-c2ccccc2)o1)c1ccc(Cl)cc1	-24.0	-0.5	-34.9	-0.1	-3.6	-12.8	1.4	-0.9	7.1	-4.4
9	Cc1ccccc1NC(=O)NC1(C(=O)N2CCN(C)CC2)CCCCC1	11.7	-0.1	10.9	-0.4	-0.7	5.4	-23.7	1.8	14.6	-6.7
10	COc1cc(C)c(CN2CCCCC2CO)cc1C (centres undefined)	-15.3	-0.3	-1.0	3.2	-1.1	-25.2	-2.3	3.6	6.7	4.8
11	COc1ccccc1N1CCN(/N=C\c2ccc(C)o2)CC1	-97.9	5.7	23.2	1.7	30.8	-100.1	63.2*	-3.3	-7.4	-1.9
12	CCOc1ccc(CNC(=O)CCn2c(=O)oc3ccccc32)cc1OC	15.6	0.2	12.5	7.6	-3.2	20.4	1.3	-4.0	15.5	-2.8
13	O=C(O)C1CC=C(Cl)CC1C(=O)NCc1ccccc1 (centres undefined)	10.7	0.1	8.5	-2.1	-7.5	-19.6	-5.7	-5.9	-1.1	-1.5
14	CS(=O)(=O)Nc1ccc(S(=O)(=O)NCCc2ccccc2)cc1	-8.1	-0.4	34.6	9.1	-3.3	-1.2	19.0	3.6	-7.2	0.8
15	CSCCC(NC(=O)c1ccc([N+](=O)[O-])cc1Cl)C(=O)OC(C)C(=O)NCc1ccco1 (centres undefined)	14.3	1.2	-9.2	-1.2	-2.3	·	10.5	·	4.8	·
16	COc1ccc(/C=C2\CC/C(=C\c3ccc(OC)cc3OC)C2=O)c(OC)c1	-14.2	0.5	32.4	11.4	1.3	-3.7	-0.5	-2.1	2.2	0.4
17	Cc1ccc(C)c(C(C)NC(=O)c2ccccc2Br)c1 (centres undefined)	7.9	0.9	-66.8	2.0	6.9	8.0	36.3	-2.5	4.5	0.7
18	Cc1ccc(NC(=O)CSc2nc(C)c(Cc3ccccc3)c(=O)[nH]2)cc1C	-11.8	-1.0	22.0	-0.9	1.6	-17.3	16.1	3.4	5.3	-2.0
19	O=C(c1ccccc1)c1cccn1CC(=O)N1CCN(c2ccc(F)cc2)CC1	-4.0	-0.5	14.9	5.6	-2.0	18.0	9.6	4.4	1.3	1.3
20	COC(=O)c1cc2c(ccc3ccccc32)oc1=O	-5.6	0.2	30.6	-132.2	-6.2	·	-15.4	·	0.4	·
21	Cc1cccc2cc(CN(Cc3ccco3)C(c3nnnn3CCc3ccccc3)C(C)C)c(=O)[nH]c12 (centres undefined)	41.8	-0.4	16.3	9.0	138.0	-28.4	197.7*	-1.3	2.6	2.6
22	CC(C)Oc1cccc(C(=O)Nc2ncn[nH]2)c1	-17.2	-2.7	146.8	-0.8	-2.5	-28.1	12.0	7.0	1.4	1.8
23	COc1ccc(CC(=O)Nc2cccc(-c3nnc(-c4ccc(C)cc4)o3)c2)cc1OC	-38.3	0.3	14.4	-0.6	-5.4	-12.4	-14.7	-5.5	-8.7	-1.1
24	CCN(CC)S(=O)(=O)c1ccc(-c2csc(C)n2)s1	21.9	0.9	27.2	2.4	-0.4	-22.2	-0.3	3.7	1.8	1.2
25	CC(C)C(=O)Nc1ccccc1N1CCN(S(C)(=O)=O)CC1	-11.0	0.2	33.2	2.5	-7.6	-8.1	-10.5	0.3	-6.7	1.6
26	Cc1ccc(/C=N/n2c(-c3ccncc3)n[nH]c2=S)o1	14.7	0.1	27.6	6.4	6.1	5.8	16.4	1.6	-0.2	-1.9
27	COc1ccc(NC(C#N)c2ccc(OC)cc2)cc1 (centres undefined)	2.8	1.1	13.6	-4.1	0.0	-2.1	-5.7	-2.8	9.8	0.4
28	CCC(C)NC(=O)C1CCCCN1S(=O)(=O)c1ccc(F)cc1 (centres undefined)	23.1	0.4	17.6	0.7	7.3	-15.2	-4.5	-0.1	6.5	6.3
29	CCOc1ccc2c(c1)c(N=NC(=N)N)c(O)n2C	-2.2	2.3	23.5	·	-10.2	-19.0	-8.1	13.0	-0.3	8.1
30	O=c1[nH]nc(SCc2ccccc2)c(=O)[nH]1	4.5	0.5	23.5	3.3	3.5	-2.9	18.9	6.1	-8.1	-2.6
31	CCCCNC(=O)Nc1cnn(CC)c1C(N)=O	5.4	-27.3	24.5	-5.5	-1.8	5.0	-0.9	7.5	0.4	-3.7
32	O=C(c1cnn2c(C(F)F)cc(-c3ccccc3)nc12)N1CCc2ccccc2C1	34.2	0.0	2.3	2.6	7.2	5.7	13.9	-3.1	-7.4	-0.8
33	CC(C)(C)c1nc2ccccc2c(=O)n1N1C(=O)c2ccccc2C1=O	·	·	·	2.6	·	-18.8	·	-0.4	·	3.1
34	COC(=O)c1c(NC(=O)CSc2nc3nc(C)cc(C)n3n2)sc(C)c1C	3.3	0.1	18.4	-11.6	6.5	-11.1	-4.3	1.0	-1.5	1.2
35	COc1cccc(-c2noc(CCCC(=O)NC3CCCC3)n2)c1	0.1	-0.1	14.8	·	-1.2	-40.9	-3.6	3.5	-1.1	2.1
36	COC(=O)c1[nH]c2ccccc2c1NC(=O)CN1CCN(Cc2ccc3c(c2)OCO3)CC1	6.5	0.1	-0.1	3.1	-7.8	6.2	-3.1	-4.3	1.2	0.3
37	COc1ccc(OC)c(N(CC(=O)NCc2ccccc2)S(=O)(=O)c2ccc(OC)c(OC)c2)c1	23.5	-0.4	-4.8	-2.1	8.3	-12.2	42.5	-5.4	-11.8	1.2
38	CCC(C)(C)NC(=O)CN(C(=O)c1snc(C(N)=O)c1N)c1ccc2c(c1)OCCO2	-21.5	-0.5	-5.8	·	-4.7	15.4	-9.8	-8.8	-3.8	-1.7
39	COC(=O)c1ccc(CSc2nnc3c(n2)[nH]c2ccccc23)cc1	9.5	-0.4	24.5	0.4	0.1	2.0	-2.0	-0.2	1.9	-0.9
40	Cc1ccc2oc(=O)c3cc(C(=O)NCCCN4CC(C)CC(C)C4)sc3c2c1 (centres undefined)	-2.9	1.9	8.9	-4.8	2.9	-20.0	-10.5	17.0	-6.5	2.3
41	COc1cc(OC)c2c(OC)cccc2n1	-1.3	-1.4	3.1	-0.1	-6.4	-2.4	5.7	2.7	-12.1	-3.2
42	Cn1c(CC(=O)Nc2ccccc2F)nnc1SCC(=O)NC1CCCCC1	17.7	-18.0	19.5	-1.2	-0.8	-2.0	3.0	-4.6	-2.6	-5.1
43	Cc1c(Cl)cccc1NC(=O)COC(=O)CN1C(=O)NC(C)(C)C1=O	-4.6	0.1	8.5	·	-0.2	6.2	-2.5	0.1	0.0	2.2
44	CCn1c(NN)nc2sc3c(c2c1=O)CCC3	·	·	·	12.4	·	-30.0	·	-7.8	·	5.0
45	Oc1ccccc1N=Nc1nc(-c2ccccc2)c(-c2ccccc2)[nH]1	107.2*	220.2*	-14.4	-10.8	54.3	49.9	71.4*	0.2	5.4	-0.5
46	O=C(CCN1C(=O)/C(=C/c2cccs2)SC1=S)Nc1ccc(C(=O)O)c(O)c1	4.9	0.0	19.4	5.5	-3.6	-16.4	5.1	-2.7	4.8	-1.0
47	O=c1cnnc(Nc2ccc(Cl)c(C(F)(F)F)c2)[nH]1	1.4	-0.6	16.7	5.4	-8.0	-8.1	3.4	-4.3	6.4	1.6
48	CN(c1ccccc1)c1ccc(/C=N/NC(=O)CC#N)cc1	15.3	-2.8	26.9	-9.1	1.3	-9.1	1.5	-0.5	-14.4	-0.3
49	COc1cc2nc(/C=C/c3cc(OC)c(OC)c(OC)c3)sc2cc1SC	·	·	·	1.2	·	19.5	·	6.7	·	-0.2
50	CCCOc1ccccc1/C=C1/C(=O)ON=C1C	-20.1	-0.1	28.9	-0.8	3.1	-17.6	-5.1	-2.0	-5.6	0.6

# (more compounds)
entry	compound	aSyn UTR inh	HIF act	AI-2 QS mod	HDAC3 inhib	HSF1 inh	KLF5 inhibitor	HSF-1 act	IEC-6 tox	Platelet DG rel	HSP90 inh
51	N#CC1=C(N)OC(c2ccccc2)=C(C#N)C1c1ccc2c(c1)OCO2 (centres undefined)	-12.0	0.4	19.9	-0.2	2.2	-12.4	15.0	-4.7	-3.4	2.1
52	COc1ccccc1/C=C/C=N/n1c(-c2ccncc2)n[nH]c1=S	-4.4	-0.6	8.7	?	-7.4	-8.6	5.7	-4.7	-9.3	-1.4
53	O=c1c(-c2ccc3c(c2)OCCO3)coc2cc(OC3OC(CO)C(O)C(O)C3O)ccc12 (centres undefined)	-86.3	0.6	29.9	5.7	19.8	-89.6	21.2	-0.4	-4.7	-2.5
54	COc1ccc(-c2csc3ncnc(N4CCN(S(=O)(=O)c5cccc(F)c5)CC4)c23)cc1	9.1	-0.2	9.1	?	1.1	·	2.8	·	5.4	·
55	Cc1ccc2nc(-c3ccc(NC(=O)CSc4nc(N)cc(=O)[nH]4)cc3)sc2c1	-176.5	2.6	39.2	-48.7	11.9	-130.9	-4.2	-10.7	-0.4	-1.8
56	O=C(NCCCN1CCCCC1)c1ccc2c(c1)NC(=O)C(N1CCOCC1)S2 (centres undefined)	4.2	0.0	-19.2	7.8	-0.4	1.6	18.7	-9.2	-8.4	0.4
57	COc1cccc(CNC(=O)C2CCCN(S(=O)(=O)c3c(C)n[nH]c3C)C2)c1 (centres undefined)	17.4	-0.1	9.5	3.5	-1.6	-28.0	6.3	3.9	-1.2	0.1
58	CCOc1ccc(N2C(=O)CC(n3ccc(C)n3)C2=O)cc1 (centres undefined)	-3.1	-0.2	11.1	3.0	-2.6	-2.9	-9.2	-4.4	13.4	9.2
59	CN(CCC1CCOCC1)Cc1nc(Cc2ccccc2F)no1	1.2	-0.3	5.8	·	-7.3	-1.8	-4.1	-1.1	2.8	2.7
